Source: PubChem BioAssay (several laboratories)
AI-2 QS mod: Vibrio harveyi AI-2 quorum sensing modulators, primary screen, JMH597 strain, luminescence/OD600 ratio | hit rate 0.4% among 300,000 | Vibrio harveyi JMH597 AI-2 luminescence/OD600 ratio, 9 h; active compounds read low; strain lacks LuxN and CqsS sensors; 0 = neutral-control median | AID 2094, 2009 | activity change, % at 7.5 µM; in the data active = activity change below about -75%, passing the limit was not always enough;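 note: luminescence divided by OD600 gain over 9 h not by final OD600 alone; inactives centre near 13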
HSF-1 act: HSF-1 activators, primary screen, NIH3T3-HGL cells, MG132 stress, luminescence, single point. NIH3T3-HGL HSF-1 luciferase reporter, 8 h; 100% = twice DMSO control signal. activation, % at 9 µM. hit rate 1.7% among 300,000;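 active = mean replicate activation of at least 50% with a set share of replicates each reaching 50%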;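 note: 0% = median of the neutral control wells and 100% = twice that signal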
aSyn 5UTR inh: MLPCN primary screen, SNCA 5' untranslated region; inhibition, % (tested at 7.5 µM); hit rate 0.82% among 300,000; alpha-synuclein 5'UTR reporter, inhibitor activity; in the data active = inhibition above about 60%;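 note: H4 neuroglioblastoma cells stably carrying SNCA 5'UTR luciferase fusion; 0% = DMSO wells and 100% = positive control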
GSK3B inh: human GSK3beta kinase inhibitors, primary screen, biochemical, cell-free homogeneous, HTS | activity score (negative = inhibition), % at 10 µM | hit rate 0.038% among 300,000 | Glycogen synthase kinase-3 beta (Homo sapiens), P49841 | GST-GSK3beta kinase, ADP-Glo luminescence, 60 min; active compounds read low | AID 2097, 2009;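 active = more than half of replicate wells score below -50%, meaning over 50% inhibition versus plate controls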;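 note: 0% = median DMSO wells and -100% = median GW8510 positive control wells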
Target sequence (P49841 whole entry, looked up): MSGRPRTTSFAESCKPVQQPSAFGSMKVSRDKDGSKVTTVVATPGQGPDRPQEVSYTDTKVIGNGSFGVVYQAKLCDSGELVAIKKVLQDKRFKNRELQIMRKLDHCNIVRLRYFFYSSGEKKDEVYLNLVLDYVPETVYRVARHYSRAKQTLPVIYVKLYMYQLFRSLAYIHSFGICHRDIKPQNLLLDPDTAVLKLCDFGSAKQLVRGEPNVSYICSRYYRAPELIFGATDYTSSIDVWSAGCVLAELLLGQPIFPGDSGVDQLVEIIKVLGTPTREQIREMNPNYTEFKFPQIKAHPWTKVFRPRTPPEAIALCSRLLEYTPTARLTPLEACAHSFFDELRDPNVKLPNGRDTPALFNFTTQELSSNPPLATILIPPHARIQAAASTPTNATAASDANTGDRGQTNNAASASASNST
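Assay system: GST-tagged human GSK3beta kinase, cell-free; Input: 1.6 ng GSK3beta; Medium: Tris/MgCl2 kinase buffer; Timing: 60 min enzyme reaction, room temperature; Signal: ADP-Glo luminescence quantifying ADP generated by kinase; Evaluation: score relative to plate controls; Benchmarks: DMSO neutral wells and GW8510 at 20 µM as positive.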
KLF5 inhibitor: KLF5 expression inhibitors, primary screen, DLD-1 cells, luminescence | DLD-1 KLF5 promoter-luciferase reporter | inhibition, % at 5 µM | hit rate 0.23% among 290,000 | AID 1700, 2009;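 active = inhibition above a per-plate limit of that plate's mean compound inhibition plus 3 SD, cut at about 60% in these data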;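 note: 0% = DMSO wells and 100% = LY294002 at 200 µM; higher means less KLF5 promoter-driven luciferase light; inactives centre near -14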
IEC-6 tox: cytotoxicity in IEC-6 intestinal epithelial cells, primary screen, cytotoxicity control for KLF5 inhibitor project, cell-based, luminescence; IEC-6 cytotoxicity, luminescence viability; inhibition, % at 5 µM; hit rate 0.78% among 290,000; in the data active = inhibition above about 22%;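 note: 0% = plate median of test compound wells and 100% = cytotoxic reference compound wells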
PolyA inhibitor: polyadenylation inhibitors in yeast reporter cells, primary screen, luminescence, S. cerevisiae; S. cerevisiae SKY197-pL101 polyadenylation reporter, beta-gal luminescence; efflux-impaired pdr1/pdr3 knockout yeast; score 100 = 6 SD above DMSO; calls only at 12 µM; hit rate 0.02% among 300,000; AID 1875, 2009;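 active = lowest replicate activity score at least 50, where 100 means six control SD above control mean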;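 note: yeast exposed to compound for 9 h at 30 °C; higher score means more reporter readthrough which indicates perturbed polyadenylation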
HSF1 inh: HSF1 inhibitors in luciferase reporter cells, primary screen, cell-based, NIH3T3, luminescence; activity change, negative = inhibition, % at 7.5 µM (by protocol); AID 2098, 2009; NIH3T3-HGL HSE-luciferase, MG132-induced, luminescence 8 h; active compounds read low; hit rate 0.77% among 300,000;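 active = more than half of replicate wells show activity change below -50%, luminescence cut by over half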;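 note: luciferase reports HSF-1 transcriptional activity via heat shock element; 0% = median of DMSO wells and -100% = zero luminescence signal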
GSK3 alpha inh: blockers of GSK3A enzyme activity – biochemical, luminescence, cell-free homogeneous, HTS, primary screen | inhibition, % at 10 µM | hit rate 0.1% among 320,000 | GSK-3 alpha kinase, ADP-Glo luminescence, 60 min;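 in the data active = inhibition above about 50%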;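 note: GST-tagged GSK-3 alpha with peptide substrate and 25 µM ATP; 0% = DMSO neutral wells and 100% = GW8510 positive control wells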
Target sequence (P49840 whole entry, looked up): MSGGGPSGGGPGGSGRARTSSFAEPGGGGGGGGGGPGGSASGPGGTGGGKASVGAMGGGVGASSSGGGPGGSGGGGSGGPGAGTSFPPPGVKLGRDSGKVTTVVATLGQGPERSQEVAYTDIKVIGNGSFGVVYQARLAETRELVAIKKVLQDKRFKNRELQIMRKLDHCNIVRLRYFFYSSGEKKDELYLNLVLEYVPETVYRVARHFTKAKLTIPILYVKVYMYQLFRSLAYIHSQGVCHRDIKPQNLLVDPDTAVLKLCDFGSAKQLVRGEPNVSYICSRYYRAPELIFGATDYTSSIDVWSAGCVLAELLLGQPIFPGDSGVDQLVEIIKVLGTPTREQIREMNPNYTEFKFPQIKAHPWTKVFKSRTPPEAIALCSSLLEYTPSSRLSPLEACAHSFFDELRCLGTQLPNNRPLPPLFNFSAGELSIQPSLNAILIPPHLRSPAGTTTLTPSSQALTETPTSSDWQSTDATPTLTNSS
HSP90 refold inh: HSP90 inhibitors, primary screen, cell lysate, luminescence | inhibition, % at 5.6 µM | Heat shock protein HSP 90 (rabbit reticulocyte lysate; luciferase refolding) | Rabbit reticulocyte lysate, luciferase refolding luminescence, 3 h | AID 1789, 2009 | hit rate 0.91% among 290,000;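 active = inhibition above the screen-wide mean plus 3 SD, computed separately per campaign, cut at about 16% in these data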;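 note: 0% = DMSO wells and 100% = 60 µM geldanamycin wells; inhibitors lower the luminescence because luciferase stays unfolded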
* hit, by the source's call; i = inactive; . = no result given. Only part of the results is shown; the hit share may differ from the screen's.

SMILES	AI-2 QS mod	HSF-1 act	aSyn 5UTR inh	GSK3B inh	KLF5 inhibitor	IEC-6 tox	PolyA inhibitor	HSF1 inh	GSK3 alpha inh	HSP90 refold inh
COc1ccc(CCNC(=O)C/C(C)=N/NC(=O)COc2ccc(C)cc2Br)cc1OC	-3	4	-5	4	-5	0	i	-2	1	1
NC(=O)COC(=O)c1c2c(nc3ccccc13)CCCC2	20	16	-4	0	-26	-4	i	-4	-3	0
COc1ccc(C(=O)Nn2c(SCC(=O)NCC3CCCO3)nc3ccccc3c2=O)cc1 (centres undefined)	4	-68	87*	4	-47	3	i	-66*	4	63*
COc1ccc(/C=C(/C(=O)Nc2ccccc2C(=O)N2CCCC2)c2ccccc2)cc1	26	-4	-9	3	7	5	i	2	-5	1
Cc1cccc(CSc2nnc(-c3cnccn3)n2C)c1	-16	24	-54	0	-12	1	i	11	1	7
O=c1c(=O)n(O)c2ccccc2n1O	29	-2	5	3	-5	4	i	-4	-3	0
Cc1nc(NC(=O)c2ccccc2)sc1C1(C)CC(c2ccccc2F)=NO1 (centres undefined)	26	8	-58	3	.	.	.	8	-1	.
O=C(c1cccc2ccccc12)n1nnc2ccccc21	41	4	-12	4	-32	7	i	-4	0	7
Cc1nn(C)c(C(=O)Nc2cccc(CN3CCOCC3)c2)c1Br	14	1	-3	8	-13	2	i	0	1	1
Cc1nc(NC(=O)c2cnccn2)ccc1Br	8	24	-101	-2	20	-1	i	15	0	5
COCc1cc(S(=O)c2ccc(Cl)cc2)nc(C)n1 (centres undefined)	11	8	-14	4	25	6	i	0	.	2
CC(C)C(=O)Nc1nnc(SCC(=O)NC2CC2)s1	50	-1	-18	1	11	0	i	-1	-2	4
COc1ccc(CNCCNC(=O)c2nonc2N)cc1OC	14	-5	-11	-4	-39	6	i	-4	2	2
Cc1[nH]n(-c2nc(-c3ccc(Cl)cc3)cs2)c(=O)c1N=Nc1ccc(O)cc1	44	9	-118	1	3	-2	i	21	0	5
Cn1ncc(C#N)c1NC(=O)c1nn2cccnc2c1Cl	16	-10	-3	-2	-20	2	i	1	5	-3
COC(=O)c1cc(Br)c(=O)n(-c2nccs2)c1	7	-10	9	0	15	-7	i	-9	0	0
COc1cc(/C=C(\NC(=O)c2ccccc2)C(=O)NCC(=O)O)c([N+](=O)[O-])cc1OC	25	-14	-8	-1	9	2	i	-6	1	4
O=C(O)c1ccc(Cn2nnc3sc4c(c3c2=O)CCCC4)cc1	15	-9	-151	11	-25	0	i	-5	-1	13
CN1CCN(c2ccccc2NC(=O)c2cc3c(s2)-c2ccccc2OC3)CC1	4	0	-71	-4	-8	-4	i	-1	1	0
CC(=O)N1CCc2c(sc(NC(=O)c3ccc([N+](=O)[O-])o3)c2C#N)C1	5	-11	-5	2	-5	61*	i	-1	.	-1
CC1(C)C2CC=C(/C=N/NC(=O)c3ccc(O)cc3)C1C2 (centres undefined)	42	5	-26	-8	-6	2	i	-1	4	1
CCCN1C(=O)c2cc(C(=O)Nc3ccc(OC)c(OC)c3)ccc2C1Nc1ccc(OC)c(OC)c1 (centres undefined)	47	16	-2	-3	5	-2	i	-2	-2	6
CCc1ccc(/C=C2\SC(=S)N(CCC(=O)NCCCN3CCOCC3)C2=O)cc1	15	-7	5	-1	-31	-7	i	-7	-1	1
Cc1ccnc(N2CCC(C(=O)NCc3ccc4c(c3)OCO4)CC2)n1	22	-6	16	-1	-37	-8	i	-1	-3	-5
CCOC(=O)CCN1C(=O)c2ccccc2Sc2ncccc21	21	5	-10	0	9	-5	i	-2	0	1
Cc1ccc(NC(=O)C(C)SCC(=O)Nc2ccc(F)cc2)cc1S(=O)(=O)N1CCOCC1 (centres undefined)	25	-16	2	-2	.	.	i	1	-1	.
Cc1ccc(CNC(=O)CSc2ccc(-c3ccccn3)nn2)cc1	27	7	-15	0	0	7	i	5	-1	3
Cc1ccnc(NS(=O)(=O)c2ccc(NC(=O)c3cc(-c4ccccc4)nc4ccccc34)cc2)n1	12	-9	26	0	-17	-6	i	-7	-1	-4
CC(C)(NO)/C(=N/O)c1ccc(Br)cc1	6	9	4	1	-45	0	i	-6	0	1
CCOC(=O)C1CCN(S(=O)(=O)c2ccc3c(c2)CC(=O)N3C)CC1	21	-16	17	2	4	2	i	1	-1	-3
COC(=O)C1CCN(C(=O)C2CCC(=O)N(CCCc3ccccc3)C2)CC1 (centres undefined)	4	2	-8	0	-15	-1	i	3	-4	-3
CC1CN(c2oc(-c3cccs3)nc2C#N)CC(C)O1 (centres undefined)	9	10	9	0	-14	2	i	11	-3	1
COCCn1c(SCC(=O)N2CCCC2)nnc1C(C)C	26	9	4	-4	6	6	i	-2	-1	4
CCOC(=O)c1oc2ccc(S(=O)(=O)N3CCOCC3)cc2c1C	2	8	13	4	-13	4	i	2	-1	0
COc1ccc(C)cc1NC(=O)C1CCN(S(=O)(=O)c2cccs2)CC1	11	-4	3	-1	-16	-3	i	-4	-2	3
O=C(NCCN1CCOCC1)c1cc2cc(Br)ccc2oc1=O	6	3	-19	-1	-3	5	i	7	-1	6
C/C(Cc1ccccc1)=N\NC(=O)CNC(=O)c1cccc(Cl)c1	-31	-1	-1	2	-42	-4	i	-3	1	4
C[C@]1(C(=O)O)C=C[C@@H](Cc2ccccc2)N1C(=O)c1ccccc1	7	-12	11	-5	-15	0	i	0	-2	-3
COCCCn1c(SCC(=O)N2CCc3ccccc32)nnc1-c1ccco1	39	4	11	3	-3	-4	i	4	-2	2
CC(C)=C(NC(=O)c1ccco1)C(=O)NCCc1nc2ccccc2[nH]1	7	-13	-8	2	1	-5	i	-1	.	4
COCc1ccc(CN2CCCC(C(=O)Nc3ccccc3-c3ccc(OC)cc3)C2)o1 (centres undefined)	3	-7	25	1	-14	0	i	3	0	-4
CCOC(=O)c1cn2c(C)cccc2n1	12	18	-32	2	8	7	i	3	0	-1
COc1cc(NC(=O)c2ncn[nH]2)cc(OC)c1OC	11	0	5	2	-32	-5	i	7	.	2
CC(C)(C)OC(=O)N1CCC2(CC1)Oc1ccc(F)cc1C(=O)C21CC(c2ccc(Cl)cc2)=NO1 (centres undefined)	26	-8	13	1	.	.	i	-5	-1	.
CC(=O)Nc1c(C)ccc(CNC(=O)COc2ccc(F)cc2)c1C	8	3	17	1	-10	2	i	2	-1	-3
CC(O)CNC(=S)Nc1ccccc1 (centres undefined)	6	0	2	3	-46	1	i	-5	0	23*
COc1ccccc1NC(=O)c1ccc(CS(=O)(=O)c2ccc(C)cc2)cc1	18	3	29	0	-4	6	i	4	-3	1
Cc1nc(N2CCCC2)c2nnn(Cc3ccccc3Cl)c2n1	5	.	.	-1	-9	2	i	.	-4	3
Cc1cc(NC(=O)CCN2CCN(C)CC2)ccc1Br	-5	1	19	2	-19	-2	i	-3	-1	-1
COc1ccc(OC)c(Nc2nc(C3CC3)nc3c2nnn3Cc2ccccc2)c1	9	-4	36	3	-1	-4	i	3	-3	-2
COc1ccc(N2C(=O)NC(NS(=O)(=O)c3ccccc3)(C(F)(F)F)C2=O)cc1 (centres undefined)	6	-12	8	2	-22	6	i	-3	-1	6
CN(CC(=O)Nc1cccc(F)c1)C(=O)c1ccc(-c2ccc(Cl)cc2)o1	6	1	-9	-6	2	12	i	10	-3	5
CCOc1ccc(NCc2nnc(SCC(=O)Nc3nc(-c4ccccc4)cs3)n2-c2ccccc2)cc1	34	-68	32	6	-3	4	i	-67*	1	6
COc1ccc(S(=O)(=O)N2CCOCC2)cc1C(=O)Nc1cc(C)on1	21	-8	-6	16	-11	-6	i	-5	-1	-1
COC(=O)c1cccc(C23CC4(C2)[C@H](CN(Cc2cccnc2)[C@@H]4c2ccccc2)C3c2ccc(Cl)nc2)c1 (some centres undefined)	20	22	-4	0	.	.	i	3	0	.
c1cncc(-c2nc3ccccn3c2Nc2ccc3c(c2)OCCO3)c1	19	7	-49	1	-37	-3	i	7	3	-3
O=C(c1cc([N+](=O)[O-])ccc1N1CCOCC1)N1CCOCC1	15	3	-12	0	-18	2	i	-9	.	2
O=C(C1CCCCC1)N1CCN(C(=O)C2CCCCC2)CC1	28	-10	-6	-5	-3	-3	i	-7	-4	1
Fc1cccc(C2CCCCN2Cc2nc(C3CC3)no2)c1 (centres undefined)	26	6	-14	6	-9	-3	i	8	-3	0
Cc1ccc(CNS(=O)(=O)c2ccc3c(c2)OCCO3)cc1	34	-17	26	4	-20	5	i	-10	-2	-3

The list goes on.
SMILES	AI-2 QS mod	HSF-1 act	aSyn 5UTR inh	GSK3B inh	KLF5 inhibitor	IEC-6 tox	PolyA inhibitor	HSF1 inh	GSK3 alpha inh	HSP90 refold inh
COc1ccccc1CNC(=O)CNCC1CCCO1 (centres undefined)	0	1	25	0	-16	-2	i	-13	-1	0
CSc1ccc(-c2cc(=O)c3ccccc3o2)cc1	-14	41	-328	3	-50	8	i	17	-1	0
Cc1cc(CNC(=O)Cn2nc(C)c([N+](=O)[O-])c2C)c2ccccc2n1	19	-14	-2	0	-43	-3	i	2	0	-3
Cc1ccc(C)c(OCC(=O)N/N=C/c2ccsc2)c1	-17	3	-5	2	-15	0	i	-10	0	1
CC(C)(O)c1[nH]c2cc(C(F)(F)F)ccc2c1C(C)(C)O	16	12	-51	0	-22	6	i	1	1	-4
O=C(CSc1ccc(-c2ccncc2)nn1)N1CCN(c2ccccc2)CC1	25	0	-2	-1	-28	-3	i	-4	0	0
CC(C)c1cc(C(=O)N2CCCC(Nc3ccc(F)c(F)c3)C2)nc(N)n1 (centres undefined)	20	-47	-3	1	6	-7	i	-34	-2	-2
CCN1CCN(C(=O)Nc2cc(Cl)ccc2OC)CC1	14	2	-17	-1	-23	6	i	-13	5	2
O=S(=O)(Nc1cccnc1Cl)c1ccc(-c2ccccc2)cc1	29	9	12	1	-5	-6	i	-9	-3	-2
O=C(NC(=S)Nc1ccc(Cl)c(C(=O)O)c1)c1cccc(COc2ccccc2)c1	53	-47	-17	0	-26	-6	i	-35	-5	-4
